Screens (PubChem BioAssay)
PAX8 inh HTS: PAX8 transcriptional activity inhibition. RMG-I TPO-luciferase reporter, SteadyGlo, 24 h. inhibition, % at 12.6 µM. 1.2% of 360,000 active. AID 652154;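 active = mean replicate inhibition at least 60% with every replicate also reaching 60%; inconclusive = only one of the two criteria is met; inactive = mean below 60% and not all replicates reaching 60%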;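 note: luciferase light reporting Pax8 driven TPO promoter activity; plate controls were median of neutral control wells for no effect and mitoxantrone controls for full effect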
miR122 inh: miR-122 inhibition in Huh7 cells; Huh7 miR-122 Renilla luciferase sensor, 48 h; neutral wells = 0, positive control = 100; activation (reporter increase), % at 12.5 µM; 0.3% of 340,000 active;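 active = mean replicate activation score at least 90 and every replicate individually at or above 90; inconclusive = only one of the two criteria met; inactive = neither criterion met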;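 note: higher luciferase means less miR-122 activity so hits act as miR-122 inhibitors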
F508del corr: CFTR F508del correction in bronchial cells. CFBE cells, YFP halide quenching; stimulated with forskolin plus potentiator P3; % fluorescence drop versus neutral controls. activity (quench increase), % at 7.58 µM. 0.36% of 350,000 active;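 active = mean added fluorescence quench of at least 8% versus neutral control, with both replicates also reaching 8%; inconclusive = only one of the mean or replicate conditions met; inactive = mean below 8% and not both replicates reaching 8%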;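 note: cells transiently co-express mutant CFTR-F508del with the halide-sensitive YFP; corrector assay measuring rescue of mutant channel to the surface after 24 h compound exposure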
DENV2 CPE rescue: inhibitors of DENV2 cytopathic effect; DENV2-infected cells, cytopathic effect rescue, plate reader; CPE inhibition, % at 9.99 µM; 1.7% of 350,000 active; AID 651640; in the data active = CPE inhibition above about 20%, passing the limit was not always enough; inconclusive = no clear call, values can overlap the other calls; tested in BHK-21 cells;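 note: 0% = median of neutral control wells and 100% = median of positive control wells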
EWS-Fli block: inhibitors of EWS/Fli oncoprotein transcriptional activity; inhibition, % at 12.6 µM; AID 651661; A673 NR0B1-luciferase reporter, viability-normalised; 0.67% of 350,000 active;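 active = mean inhibition of at least 50% after viability correction, with every replicate also passing that limit; inconclusive = mean reaches 50% but only one of two replicates passes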;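 note: firefly luciferase signal divided by Alamar Blue viability fluorescence both relative to DMSO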
FN deposition inh: fibronectin deposition inhibition. 0.086% of 350,000 active. AID 743247. AH1F fibroblasts, Alexa488-fibronectin deposition fluorescence, overnight. inhibition, % at 12.6 µM;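 active = mean inhibition across replicates of 30% or more, regardless of how many single replicates reach that level; inconclusive = mean under 30% yet at least half of replicates reach 30%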;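 note: positive control wells lacked labelled fibronectin entirely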
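test system = AH1F fibroblasts assembling fluorescent fibronectin matrix | quantity = 10000 AH1F cells per well | buffer or medium = DMEM plus 2% serum, read in PBS | doses = single dose, pinned | incubation = 1 h cell attachment, overnight exposure to compound and label | detection = fluorescence at 485 nm excitation, 525 nm emission | read-out basis = inhibition from reduced deposited-fibronectin fluorescence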
INS-1E GSIS act: GLuc luminescence reporter in INS-1E cells, primary screen for activators of glucose-dependent secretion of insulin | INS-1E GLuc reporter insulin secretion, 2-3 h | AID 743287 | activation, % at 16.6 µM | 0.61% of 370,000 active;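 active = lowest replicate activation of at least 40%, so every replicate reaches that level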;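 note: 0% = median of neutral control wells and 100% = median of IBMX positive control wells; some compounds called inactive have numbers as strong as hits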
Active calls of the source: *; ? = inconclusive; · = no result given; & = joins results of further samples; [ ] = remark or other dose.

The opening four entries, ahead of the listing:
SMILES | PAX8 inh HTS | miR122 inh | F508del corr | DENV2 CPE rescue | EWS-Fli block | FN deposition inh | INS-1E GSIS act
COc1cccc(/C=N/NC(=O)c2oc3nc(-c4ccccc4)cc(-c4ccco4)c3c2N)c1 | 3 | -2 | 0.0 | 15 | -4 | -27 | 6
COC(=O)c1ccccc1NS(=O)(=O)c1ccc2c(c1)oc(=O)n2C | 23 | -6 | 0.1 | -2 | 14 | -1 | 31
CN(Cc1c(C(=O)N/N=C/c2ccc(O)cc2)nnn1-c1nonc1N)C1CCCCC1 | 10 | 4 | -3.2 | 5 | · | 0 | 6
C/C(=N\NC(=O)c1cccc(N/N=C(\C)c2ccncc2)c1)c1ccncc1 | 3 | · | · | · | · | -6 | 32

The listing, from the start:
SMILES | PAX8 inh HTS | miR122 inh | F508del corr | DENV2 CPE rescue | EWS-Fli block | FN deposition inh | INS-1E GSIS act
COc1cccc(/C=N/NC(=O)c2oc3nc(-c4ccccc4)cc(-c4ccco4)c3c2N)c1 | 3 | -2 | 0.0 | 15 | -4 | -27 | 6
COC(=O)c1ccccc1NS(=O)(=O)c1ccc2c(c1)oc(=O)n2C | 23 | -6 | 0.1 | -2 | 14 | -1 | 31
CN(Cc1c(C(=O)N/N=C/c2ccc(O)cc2)nnn1-c1nonc1N)C1CCCCC1 | 10 | 4 | -3.2 | 5 | · | 0 | 6
C/C(=N\NC(=O)c1cccc(N/N=C(\C)c2ccncc2)c1)c1ccncc1 | 3 | · | · | · | · | -6 | 32
COc1ccc(/C=N/NC(=O)c2cccnc2)cc1CN1CCCc2ccccc21 | 2 | · | -4.3 | 0 | 13 | · | -12
COC(=O)C[C@H]1C[C@@H]2c3cc(NC(=O)Nc4ccccc4F)ccc3O[C@@H]2[C@@H](CO)O1 | -71 | 50[16.7 µM] | -3.9 | 7 | -13 | 9 | -15
COCCCN1C(=O)c2ccc(C(=O)OCC(=O)N(C)c3ccccc3)cc2C1=O | 9 | -4 | 2.6 | 1 | -17 | 11 | 30
C[C@H](CO)N1C[C@H](C)[C@H](CN(C)Cc2ccc(C(=O)O)cc2)OCc2cn(nn2)CCCC1=O | 3 | · | 1.7 | 10 | -6 | -1 | -4
OCCC1CN(Cc2ccccc2OC2CCCC2)CCN1Cc1ccsc1 (centres undefined) | 8 | · | · | · | · | -4 | -7
Cc1cccc(-c2ncc(CN3CCCC(CO)(Cc4ccccc4C)C3)cn2)c1 (centres undefined) | 2 | · | 5.7 | -1 | 4 | -5 | -6
CN(C)/C(=N\S(=O)(=O)c1ccc(Br)cc1)c1ccccc1 | 20 | -1 | 3.4 | 6 | -23 | 2 | ·
COc1ccc(OC)c(N(C)S(=O)(=O)c2ccc3c(c2)N(C(C)=O)CCO3)c1 | 5 | · | -0.7 | -9 | · | -14 | 9
CC(C)C[C@H]1CN([C@@H](Cc2ccc(O)cc2)CN2CCC[C@@H]2CN2C(=S)NC[C@@H]2Cc2ccccc2)C(=S)N1CC1CCCCCC1 | 28 | -2 | 2.7 | 1 | 1 | -4 | -8
COc1ccc(NC(=O)c2ccc(S(=O)(=O)N(C)c3ccccc3)cc2)cc1S(=O)(=O)N1CCOCC1 | 38 | 0 | -3.2 | -1 | -2 | 0 | ·
Fc1cccc(Cc2c(-c3ccccc3)nc3c4ccccc4ccn23)c1 | 8 | · | 2.2 | -4 | -36 | -11 | ·
COc1ccc2c3c(n(C)c2c1)[C@@H](CO)N(C(=O)Nc1ccc(F)cc1)CC31CCN(C(=O)NC2CCCC2)CC1 | · | · | 2.4 | -13 | 1 | · | -28
COC(=O)c1ccc2[nH]c([C@H](C)O)c([C@H](C)O)c2c1 | -17 | 2 | -2.8 | 7 | 0 | -6 | 4
Cc1c(OCC(=O)NC(Cc2ccc(Cl)cc2)C(=O)O)ccc2c3c(c(=O)oc12)CCCC3 (centres undefined) | · | -7 | -1.2 | -11 | 2 | · | -14
CCCC#Cc1ccc([C@@H]2[C@@H](CO)N3C(=O)CN(S(=O)(=O)c4ccccc4C)C[C@@H]23)cc1 | · | · | -2.0 | 10 | -1 | -9 | -11
COC(=O)c1cc2c(c3c4ccccc4n(S(=O)(=O)c4cccc(C)c4)c13)C(=O)N(C)C2 | 31 | · | 1.8 | -2 | 6 | -3 | ·
Clc1ccccc1OCCCCN1CCCCC1 | -16 | 12 | -0.6 | 16 | 6 | -12 | -1
Cc1cccc(CCN(C(=O)c2csnn2)C(C(=O)NC2CCCC2)c2ccco2)c1 (centres undefined) | 3 | · | -2.7 | -4 | 15 | -9 | -41
O=C1CNC(=O)/C(=C/c2cccs2)N1 | -13 | · | 0.2 | -3 | -9 | 6 | 5
C[C@@H]1CCCCO[C@H](CN(C)C)[C@@H](C)CN([C@@H](C)CO)C(=O)c2cc(NC(=O)Cc3ccccc3)ccc2O1 | -17 | 3[16.7 µM] | 1.7 | ? | 6 | · | 18
Cc1ccc(S(=O)(=O)Nc2ccc3c(c2)C(=O)N([C@H](C)CO)C[C@H](C)[C@@H](CN(C)C(=O)Nc2ccc4c(c2)OCO4)OCCCC[C@@H](C)O3)cc1 | -13 | 10[16.7 µM] | -0.9 | 7 | -1 | 0 | -5
COc1ccc(CNC(=S)Nc2ccc(F)c(Cl)c2)cc1OC | -8 | · | -0.9 | 2 | -2 | 7 | 18
COc1ccc(CCNC(=O)CNC(=O)N2CC(=O)Nc3ccccc32)cc1 | -7 | 0 | 4.4 | 10 | -10 | -5 | 5
CC(=O)c1c(C)[nH]c(C(=O)OCCCCN2C(=O)c3ccccc3C2=O)c1C | 25 | -34 | · | · | · | 1 | ·
COCC#Cc1ccc2c(c1)O[C@@H](CN(C)C(=O)c1ccccc1)[C@H](C)CN([C@@H](C)CO)S2(=O)=O | · | -1[16.7 µM] | -0.2 | -4 | -6 | · | 0
Oc1nc(-c2ccc(Cl)cc2)n2ccncc12 | 0 | · | -2.5 | -3 | -16 | 6 | 0
COc1ccc(C(CC(=O)N2CCCC(C)C2)c2c(OC)cc(OC)c3c(-c4ccccc4)cc(=O)oc23)cc1 (centres undefined) | 21 | 92* | 0.6 | -4 | -8 | -1 | -15
CC(CNC(=O)C1CCCN(S(=O)(=O)N2CCOCC2)C1)c1ccccc1 (centres undefined) | -2 | -5 | 0.3 | 5 | · | -6 | 9
Cc1ccc(S(=O)(=O)Nc2ccc3c(c2)CC(=O)N([C@@H](C)CO)C[C@@H](C)[C@H](CN(C)Cc2ccc(C(=O)O)cc2)O3)cc1 | -28 | · | -1.5 | 3 | 15 | · | 5
O=C(Cc1ccc(NC(=O)C2CCN(C(=O)c3ccccc3)CC2)cc1)Nc1cccc(C(=O)N2CCCCC2)c1 | -12 | -1 | -4.0 | ? | -3 | -9 | -13
COc1ccc(C2CCCN2C(=O)Nc2ccc(C)c(C)c2)cc1OC (centres undefined) | -2 | -5 | -0.4 | -16 | -26 | -1 | -14
COc1ccc(NC(=O)c2ccc([N+](=O)[O-])s2)c([N+](=O)[O-])c1 | 6 | -16 | -0.7 | 0 | 27 | -8 | 3
COCC(=O)N(C)C[C@@H]1Oc2cc(C#Cc3cccnc3)ccc2S(=O)(=O)N([C@H](C)CO)C[C@@H]1C | 3 | -28[16.7 µM] | -1.9 | 1 | 0 | · | 15
OC(COCCOc1ccc(Br)cc1)CN1CCCCC1 (centres undefined) | -1 | · | · | · | · | -4 | 28
Cc1occc1-c1nnc(SCC(=O)Nc2ccc(F)cc2)n1Cc1ccccc1 | 2 | -2 | · | · | · | 4 | -26
CN1CCN(S(=O)(=O)c2cccc(C(=O)NCCOc3ccccc3)c2)CC1 | -12 | -1 | 4.5 | 1 | 2 | -12 | 14
Cc1cccc(-n2c(O)c(C=Nc3cc(O)ccc3C)c3ccccc3c2=O)n1 | -8 | 3 | -0.5 | -2 | 8 | 12 | 6
COc1ccc(/C=C2\SC(=S)N(CCC(=O)Nc3ccc(O)cc3)C2=O)cc1 | -2 | -10 | 0.6 | 1 | -57 | -1 | -1
COc1cccc(CNC(=O)CCC2CCCN(Cc3ccc4c(c3)CCO4)C2)c1 (centres undefined) | 20 | -8 | -0.3 | 12 | 3 | 1 | 1
Nc1ncnc2c1ncn2[C@@H]1O[C@H](C(=O)N[C@H](CO)Cc2ccc(O)cc2)[C@@H](O)[C@H]1O | 1 | 3 | 0.9 | -10 | -4 | -6 | -11
Cn1ncc(Cl)c1C(=O)Nc1cc(C(F)(F)F)ccc1F | -20 | 12 | · | · | · | -2 | ·
Cc1ccc(NC(=O)C2Oc3ccccc3OC2C)cc1 (centres undefined) | 9 | 4 | -2.3 | -4 | -35 | 3 | -1
COc1ccc(-c2ccccc2[C@@H]2[C@@H](C#N)N(C(=O)NC(C)C)[C@H]2CO)cc1 | · | · | 1.8 | 3 | -9 | 5 | -1
CCCc1cc(=O)[nH]c2nnc(SCC(=O)Nc3ccc(NC(C)=O)cc3)n12 | -26 | -9 | 2.1 | -4 | -5 | 0 | -19
CN1CCC(N(C)C(=O)Cc2ccccc2[N+](=O)[O-])CC1 | 25 | · | 7.4 | 11 | 4 | -6 | -2
CC(=O)c1c(O)c(C)c(O)c2c1OC1=CC(=O)C(C(C)=O)C(=O)[C@@]12C (some centres undefined) | 4 | 5 | 3.0 | 4 | 14 | -4 | -7
COc1ccc(NC(=O)Nc2cccc3c2O[C@H](CN(C)Cc2ccc(C(F)(F)F)cc2)[C@H](C)CN([C@H](C)CO)C3=O)cc1 | · | 7[16.7 µM] | -4.7 | 2 | 6 | -9 | -20
C[C@H]1CN([C@@H](C)CO)C(=O)c2cc(Br)cnc2O[C@@H]1CN(C)S(=O)(=O)c1ccccc1 | -4 | 5 | -1.6&-0.2 | -1&1 | 3&-8 | 12 | 0&-2
O=C(O)c1ccccc1N=Cc1c(O)n(-c2nccs2)c(=O)c2ccccc12 | 5 | · | -2.3 | 6 | 2 | 2 | -28
CN(C)c1nnnn1Cc1ccccc1 | -19 | · | -1.0 | -1 | 14 | -9 | -9
CCN(Cc1ccccc1)C(=O)CCS(=O)(=O)c1ccc2c(c1)oc(=O)n2C | 2 | -4 | 0.7 | 1 | 3 | -8 | 10
Cc1ccc(-c2[nH]c3ccccc3c2SCCN)cc1 | 7 | 8 | -2.4 | ? | 0 | 6 | -2
CCC(=O)N(C)C[C@H]1Oc2ncc(C#Cc3ccccc3OC)cc2C(=O)N([C@H](C)CO)C[C@H]1C | -35 | 3[16.7 µM] | 0.2 | -13 | -15 | · | 12
Cc1ccc(Cl)c(NC(=O)CN2CCNC(=O)C2)c1Cl | 6 | -2 | -0.7 | · | -2 | -7 | 6
CC(C)NC(=O)N1[C@@H](CO)[C@@H](c2ccccc2)C12CN(Cc1ccc(F)cc1)C2 | · | · | 1.2 | -5 | -13 | · | -11
O=C(O)CCNS(=O)(=O)c1ccccc1Br | 3 | -16 | 0.3 | -1 | 3 | 14 | -5
The list goes on.
SMILES | PAX8 inh HTS | miR122 inh | F508del corr | DENV2 CPE rescue | EWS-Fli block | FN deposition inh | INS-1E GSIS act
COc1cccc(N(C(=O)c2ccn[nH]2)C2(C(=O)Nc3c(C)cccc3C)CCCCC2)c1 | 28 | -6 | · | · | · | 4 | ·
O=C(OC(C(=O)NCc1cccs1)c1ccc(F)cc1)c1ccco1 (centres undefined) | 3 | 14 | · | · | · | -4 | ·
CC(C)c1ccc(S(=O)(=O)N2CCN(CC(=O)Nc3ccc(Cl)cc3F)CC2)cc1 | 7 | -10 | 2.3 | -6 | 12 | -1 | -16
CCn1c(SCC(=O)Nc2ccccc2-c2ccccc2)nnc1-c1ccoc1C | 14 | -21 | · | · | · | -6 | ·
COC(=O)N(C)CCCC1(C)C(=O)N(C)c2ccc(O)cc21 (centres undefined) | -9 | 24 | · | · | · | -9 | ·
